D1 agonist: agonists of human D1 dopamine receptor; HEK293 T-REx D1 cells, calcium flux, agonist mode; activation, % at 2 µM; 1% of 360,000 active; AID 504660; note: 0% is about no effect
Target sequence (P21728 whole entry, looked up): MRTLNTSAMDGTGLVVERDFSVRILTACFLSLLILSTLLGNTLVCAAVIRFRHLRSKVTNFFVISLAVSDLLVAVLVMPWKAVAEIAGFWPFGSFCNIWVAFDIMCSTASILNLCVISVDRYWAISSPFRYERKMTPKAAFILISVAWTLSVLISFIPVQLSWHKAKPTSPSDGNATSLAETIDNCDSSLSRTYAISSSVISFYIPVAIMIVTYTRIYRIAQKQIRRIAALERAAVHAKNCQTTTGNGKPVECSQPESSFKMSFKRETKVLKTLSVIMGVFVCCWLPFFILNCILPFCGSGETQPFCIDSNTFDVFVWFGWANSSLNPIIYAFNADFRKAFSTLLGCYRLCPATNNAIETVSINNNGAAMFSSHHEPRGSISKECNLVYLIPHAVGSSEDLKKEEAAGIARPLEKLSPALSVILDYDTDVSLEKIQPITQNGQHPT
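Tetracycline-induced HEK293 TREx D1 cells, force-coupled to calcium signalling, were dye-loaded with a no-wash calcium kit. Compound was pin-added after a 10 s baseline. Fluorescence was read kinetically at 1 cycle/s for 180 s, with calcium rises flagged as agonism.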
TRHR PAM: TRH receptor (human) allosteric enhancement; enhancement, % at 2 µM; AID 493056; 0.66% of 360,000 active; P34981; TRHR cells, fluo-8 calcium fluorescence, EC20 TRH enhancement; in the data active = enhancement above about 30%; note: 0% is about no effect
Target sequence (P34981 whole entry, looked up): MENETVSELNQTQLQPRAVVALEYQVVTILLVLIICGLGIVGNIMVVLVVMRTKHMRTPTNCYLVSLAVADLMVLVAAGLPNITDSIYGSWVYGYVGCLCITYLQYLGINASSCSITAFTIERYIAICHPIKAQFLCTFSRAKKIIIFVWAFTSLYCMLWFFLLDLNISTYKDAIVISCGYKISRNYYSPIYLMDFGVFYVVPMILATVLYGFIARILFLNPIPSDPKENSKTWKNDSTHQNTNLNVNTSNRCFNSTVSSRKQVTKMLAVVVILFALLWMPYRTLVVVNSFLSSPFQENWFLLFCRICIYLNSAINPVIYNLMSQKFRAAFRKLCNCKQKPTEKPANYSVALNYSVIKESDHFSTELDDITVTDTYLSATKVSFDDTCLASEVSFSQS
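Enhancer read-out: after compound pinning and an initial kinetic agonist-mode read, an EC20 of TRH (10 nM final) was injected and fluo-8 calcium signal (Ex 480/Em 530) followed at 1 s/cycle for 100 cycles in TRHR-expressing cells.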
D2 PAM: positively modulates the human D2 dopamine receptor allosterically; P14416; HEK293 T-REx D2, calcium flux, EC20 dopamine potentiation; potentiation, % at 10 µM; 0.34% of 340,000 active; AID 485347;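 active = potentiation over 3 SD above the plate norm, cut at about 30% in these data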; note: 0% is about no effect
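Calcium flux readout, no-wash dye, 1 read/s. Inducible HEK293 Trex D2 line, overnight 30 C. Compound alone 180 s (agonist flags), then EC20 dopamine, another 180 s to score potentiation.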
D1 antagonist: antagonists of human D1 dopamine receptor. P21728. HEK293 TREx D1 cells, calcium flux, dopamine EC80; hits give low values. activity change, negative = inhibition, % at 10 µM. 3.2% of 360,000 active; in the data active = activity change below about -30%; note: % is set by controls: 0 for no effect and ±100 for the full control effect
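Antagonism measured as reduced calcium response to an EC80 dopamine addition following 180 s compound pre-read; cells were inducible HEK293 Trex D1 plated overnight at 30 C, read kinetically at 1 cycle/sec.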
TRHR ag: activates the human TRH receptor; P34981; TRHR cells, calcium flux fluo-8, FDSS agonist mode; activation, % at 2 µM; 0.18% of 360,000 active; note: 0% is about no effect
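In this calcium-flux screen, cells bearing human TRHR are dye-loaded with fluo-8, baselined for 10 cycles, then exposed to library compounds; positive kinetic calcium responses during the agonist phase mark hits, with TRH as control.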
D1 PAM: enhances dopamine response at the human D1 receptor; P21728; HEK293 TREx D1 cells, calcium flux, dopamine EC20 potentiation; potentiation, % at 10 µM; 0.036% of 360,000 active; AID 504651; in the data active = potentiation above about 30%; note: 0% is about no effect
D2 ag: agonists of human D2 dopamine receptor | HEK293 T-REx D2 cells, calcium flux agonist mode | activation, % at 2 µM | 0.53% of 340,000 active;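 active = activation over 3 SD above normal in the single-dose calcium agonist read, cut at about 30% in these data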; note: 0% is about no effect
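Tetracycline-induced HEK293 Trex cells with D2 receptor force-coupled to calcium signaling, plated overnight at 30 C and loaded with no-wash calcium dye. Calcium flux read kinetically for 180 s after compound addition; responses flag agonists.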
D2 antagonist: antagonizes the human D2 dopamine receptor; P14416; HEK293 TREx D2 cells, calcium flux, dopamine EC80; inhibition, % at 10 µM; 2% of 340,000 active; AID 485344; in the data active = inhibition above about 30%; note: 0% is about no effect
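Cells plated overnight at 30 C with tetracycline; no-wash calcium dye, 30–90 min RT; 10 s baseline; compound pinned; 180 s read; EC80 dopamine added; another 180 s read.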
RXFP1 antag: blocks the human relaxin receptor RXFP1; 0.59% of 350,000 active; HEK293-RXFP1, relaxin-stimulated cAMP HTRF, 30 min; hits give low values; AID 1259400; activity change, negative = inhibition, % at 57.5 µM; Q9HBX9;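 active = activity change of -60% or lower, but not beyond a set lower limit; inconclusive = change between -60% and -40%, or beyond the set limit; inactive = change above -40%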; note: % is set by controls: 0 for no effect and ±100 for the full control effect
Starred values were filed as active, the others as inactive; u = inconclusive; x = no result given; & = joins results of further samples. Cut-off read from the data, not from the text of the source, unless noted: active = activation above about 30%; inactive = the rest.

Compound,D2 ag,D2 PAM,RXFP1 antag,D2 antagonist,TRHR ag,D1 agonist,D1 PAM,D1 antagonist,TRHR PAM
Clc1cccc(CSc2nnc(-c3ccccn3)n2Cc2ccco2)c1,-0.1,0,-13,-18,1.2,4,-4,-7,-7
S=c1[nH]nc(C2CC2c2ccc(Cl)cc2)n1-c1ccc(Cl)cc1 (stereo not drawn),-0.5,7,-5,-13,-0.2,2,-5,16,12
CC1(C)[C@@H](O)CC[C@]2(C)C3C(O)C=C4[C@H]5C[C@@](C)(CO)CC[C@]5(C)CC[C@]4(C)[C@]3(C)CC[C@@H]12 (stereo partly drawn),-0.8,-2,x,-2,0.3,2,5,26,2
CCOc1ccc(NC(=O)c2ccc3c(c2)OCCO3)cc1S(=O)(=O)N(CC)CC,-0.5,-9,8,32*,0.3,2,-1,2,-9
Nn1c(SCC(=O)NNC(=O)c2ccccc2)nnc1-c1ccccc1F,-0.1,-4,21,1,0.3,2,-4,1,10
CC(Oc1ccc(Br)cc1)C(=O)NCc1ccccn1 (stereo not drawn),-0.6,3,8,-2,-0.3,-1,14,10,0
COc1ccc(C(=O)Nc2nc(-c3nnn(-c4ccc(C(C)C)cc4)c3C)ns2)cc1,x,13,x,x,0.6,5,7,6,9
C=CCOc1c(OC)cc(Cl)cc1C1NC(=O)NC(C)=C1C(C)=O (stereo not drawn),0.5,-14,9,-27,0.1,1,-3,3,8
CC1Sc2ccc(S(=O)(=O)CCC(=O)Nc3ccccc3Cl)cc2NC1=O (stereo not drawn),0.5,-4,-3,-6,-0.1,4,-1,-2,-2
O=C(N/C(=C\c1ccc(F)cc1)C(=O)N1CCOCC1)c1ccccc1,1.0,-4,-13,8,1.1,5,x,-8,-1
Cc1ccc(NC(=S)c2ccc3ccccc3n2)c(C)c1,-0.2,3,-9,-3,0.0,2,5,31,1
CCn1c(-c2cccs2)nc2ccccc21,1.0,-2,3,-5,0.4,1,-2,3,-1
C/C(=N\NC(=O)c1cccnc1)c1ccc(OC2OCCOC2Oc2ccc(/C(C)=N/NC(=O)c3cccnc3)cc2)cc1 (stereo not drawn),-0.1,5,-10,5,-0.5,-1,-2,-7,-4
Cc1cc(C)c(S(=O)(=O)Nc2ccc(OCC(=O)O)cc2)c(C)c1,-0.1,13,x,16,-1.3,8,x,-8,2
CCN(CC)S(=O)(=O)c1cccc(NC(=O)c2cc3ccccc3o2)c1,1.7,-19,4,-7,0.2,5,-9,-16,-4
O=C(CCNc1cccc(F)c1)c1cccc([N+](=O)[O-])c1,0.9,3,-8,-15,-0.3,3,-7,6,15
C=CCNC(=O)c1ccccc1S(=O)c1ccccc1C#N (stereo not drawn),x,x,7,x,0.1,3,-1,-9,-1
Cc1cc(C(C)(C)C)oc1C(=O)Nc1ccc(CC(=O)O)cc1,x,x,5,x,0.2,1,-2,-1,1
CCOc1ccc2c(c1)C(c1ccc(C)o1)=NNC(c1ccncc1)=N2,0.1,6,9,-15,-0.6,-2,-2,-17,20
Cc1ccc(NC(=O)OCc2cncs2)cc1,0.1,7,6,-2,-1.3,4,-5,4,11
O=C(N/N=C\C=C\c1ccc2c(c1)OCO2)C1COc2ccccc2O1 (stereo not drawn),-1.1,-3,-1,9,-0.5,3,-3,4,-7
COc1ccc(OC)c(NC(=O)Cn2c(CCC(=O)O)ccc2-c2ccccc2)c1,-1.2&-0.1,5&-6,-35&15,7,-0.8&-0.2,2&0,0&-4,-8&3,-3&1
Cc1cc(NC(=O)COC(=O)c2cc3c(s2)CCC(C)C3)no1 (stereo not drawn),0.6,-5,-20,4,0.7,1,9,9,10
Cc1cccc(C(=O)Nc2c(C#N)c(C)c(C)n2Cc2ccccc2)c1,0.9,-3,0,-7,-0.5,2,-13,3,-5
C=C(C)C(=O)Nc1cccc(C2=NOC3(C2)C[C@@H](C(N)=O)N(C(=O)/C=C/CC)C3)c1 (stereo partly drawn),-0.5,9,x,27,0.4,2,-4,-8,-6
O=C(c1ccco1)c1cn[nH]c1-c1ccc(Cl)cc1O,0.8,-4,7,-1,0.8,4,-5,-11,-5
Cc1cccc(NC(=O)CN(C)S(=O)(=O)c2ccc(Cl)cc2)n1,0.4,-6,-8,-5,-0.1,1,-6,-2,-4
CC(C)NC(=O)C1CCC(Cn2c(=O)c3sccc3n(CC(=O)NCc3ccccc3)c2=O)CC1 (stereo not drawn),0.4,-5,8,x,0.0,-1,-4,-21,-2
Cc1ccc2c(CC(=O)Nc3c(C(=O)c4ccc(C)c(F)c4)oc4ccccc34)coc2c1,-1.1,9,-12,x,-1.2,4,1,-5,11
CN(c1ccccc1)S(=O)(=O)c1ccc2[nH]c(=O)oc2c1,0.3,3,-16,-9,0.3,2,-9,-10,16
O=C(CN1CCC(NC(=O)C2CCCCC2)CC1)NCc1ccco1,x,x,-10,x,0.2,1,-7,4,-9
O=C(Cn1c(=O)nc(-c2ccccc2)c2ccccc21)NCc1ccc(F)cc1,1.2,1,18,x,-0.9,7,-1,-2,4
CC(C)(C)SC(=O)CC1NS(=O)(=O)OC2CCCCC12 (stereo not drawn),-1.3,-1,x,27,-0.3,2,1,-2,-3
O=C(NC1CCCC1)C(c1ccncc1)N(C(=O)c1csnn1)c1cccc(Cl)c1 (stereo not drawn),-2.2,6,-6,5,0.9,1,-3,-13,-4
COc1cc(/C=C2\SC(=S)N(NC(=O)c3cccnc3)C2=O)ccc1O,6.0,11,6,12,13,14,-1,-1,1
CCC1=C2CC[C@H]3C(=O)N(C)C(=O)[C@H]3[C@H]2[C@@]2(Cc3ccccc3)C(=NCC(=O)OC)OC(=O)N2C1=O,-0.5,-2,x,3,-0.1,1,0,14,1
CC(C)c1ccc(NC(=O)c2ccc(F)c(S(=O)(=O)N3CCc4ccccc4C3)c2)cc1,1.5,0,-12,x,1.2,7,-1,-18,-1
O=C(O)c1ccccc1OCc1nc2ccccc2s1,-1.5,16,-10,3,-1.1,10,-2,8,8
CC(=O)Nc1cccc(C(=O)OCC(=O)NCc2ccc(F)cc2)c1,0.4,5,-6,1,0.3,3,0,2,3
Cc1nc2ccc(S(=O)(=O)CCC(=O)Nc3ccc(F)cc3C)cc2s1,0.4,4,-15,x,-0.2,1,-3,10,29
COc1ccccc1N1CCN(C2CCCN(C(=O)c3cc(C)oc3C)C2)CC1 (stereo not drawn),-0.5,2,20,-2,-0.4,-1,1,21,6
CCNC(=O)COc1ccc(-c2ccccc2)cc1,-0.9,4,-21,-18,-0.8,3,-9,1,19
COc1ccc(CNC(=O)CCn2nc(C)c3c(C)n(-c4ccccc4)nc3c2=O)cc1OC,-0.1,8,-11,x,0.2,-1,-1,-2,6
Cc1cc(C)c(Cn2c(=O)n(CCCC(=O)NCc3ccco3)c(=O)c3sccc32)c(C)c1,0.5,21,-12,-8,-0.6,4,-3,-5,19
Cc1cc(Cl)ccc1NC(=O)CN1CCCC1,0.1,-4,13,8,0.0,2,0,-22,0
CN1CCN(C(=S)C(=O)Nc2ccc(Br)cc2)CC1,-0.3,4,-4,-7,-0.4,1,4,5,-1
COc1cc(/C=N/n2nnnc2N)ccc1OCC#N,0.2,10,-3,7,1.3,2,-1,11,-5
CCN(CC)CC(=O)Nc1nn(-c2ccccc2)nc1C(N)=O,0.5,10,-19,26,0.0,0,-2,-5,0
COc1cc(CN2CCN(c3cccc(C)c3C)CC2)cc(Br)c1O,0.3,-25,u,0,-0.3,2,-8,-6,-1
O=[N+]([O-])c1ccc(S(=O)(=O)NCCc2ccncc2)cc1,-0.5,-4,18,-24,-0.2,1,-5,-8,-3
COCc1nnc(SCC(=O)NCc2ccccc2)n1-c1ccccc1,-0.2,-10,8,12,0.0,5,3,24,-1
Cc1ccc(CN2CCSc3sccc3C2=O)cc1,1.2,1,2,13,0.8,1,6,-5,6
COC(=O)c1ccc(NC(=O)Cn2c(-c3nonc3N)nc3ccccc32)cc1,0.9&8.2,-6&0,-12&5,7,0.5&0.8,3&8,-7&-4,0&1,-4&-11
O=C(CN1C2=NCCN2c2ccccc21)c1ccc2c(c1)OCO2,-0.2,-11,-27,-1,-0.4,4,2,2,-6
COc1cc(Cl)c(C)cc1NC(=O)COc1cc(C)nc(C(C)C)n1,x,x,7,x,-0.2,0,2,12,-3
COc1ccc(OC)c(N/C(C)=C/C(=O)c2ccncc2)c1,1.1,5,-5,5,-1.4,-1,-8,-13,4
CCC(C)C(NC(=O)c1ccccc1NC(=O)c1ccccc1)C(=O)N1CCOCC1 (stereo not drawn),-0.6,-6,-1,-2,-0.2,1,6,6,-5
COCCCNC(=O)CC(C)c1ccccc1 (stereo not drawn),0.7,0,10,-4,0.4,4,0,-6,3
Cc1cc(Cl)c(S(=O)(=O)NCC2CCCO2)cc1OCC(N)=O (stereo not drawn),1.7,-4,-4,26,1.7,2,-2,-4,0
CCOC(=O)c1c(-c2ccc(OC)c(OC)c2)csc1NC(=O)c1ccccc1F,0.4,-8,x,x,0.1,1,-2,-2,2

(listing goes on)
Compound,D2 ag,D2 PAM,RXFP1 antag,D2 antagonist,TRHR ag,D1 agonist,D1 PAM,D1 antagonist,TRHR PAM
CCn1c(/C=C/c2ccccc2)nc2ccccc21,1.8,-13,-7,-3,0.0,-1,-10,-39*,-5
CCCOC(=O)C1=C(C)NC2=C(C(=O)CC(C)(C)C2)C1c1cccnc1 (stereo not drawn),0.9,-11,1,-11,-0.4,1,-6,5,-3
O=C(N/N=C/c1cc([N+](=O)[O-])ccc1O)c1ccc(COc2ccc3c(c2)CCC3)o1,0.5,5,-20,5,0.0,4,-4,-11,0
Cc1cc(S(=O)(=O)NC2CCCC2)ccc1-n1cnnn1,0.7,x,1,12,0.1,3,-10,-6,0
C/C(=N\NC(=O)c1ccc(O)cc1)c1ccc(N2CCOCC2)cc1,0.0,6,6,18,-0.1,2,-5,-22,0
